AmpC detergent = qHTS Inhibitors of AmpC Beta-Lactamase (assay with detergent). AmpC hydrolysis of nitrocefin, absorbance 480 nm, 0.01% Triton. Potency, µM (doses to about 114 µM), without a hit: top-dose activity change, negative = inhibition, usual class: inhibitors. actives 0.041% (n = 370,000). P00811;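 also: potency is read from the fitted curve at half-maximal effect; 0% = no-compound wells and -100% = no-enzyme wells; nearly all actives have a fitted effect of over 25% in size; some results filed as inactive show a strong effect at the top dose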
Target sequence (P00811 whole entry, looked up): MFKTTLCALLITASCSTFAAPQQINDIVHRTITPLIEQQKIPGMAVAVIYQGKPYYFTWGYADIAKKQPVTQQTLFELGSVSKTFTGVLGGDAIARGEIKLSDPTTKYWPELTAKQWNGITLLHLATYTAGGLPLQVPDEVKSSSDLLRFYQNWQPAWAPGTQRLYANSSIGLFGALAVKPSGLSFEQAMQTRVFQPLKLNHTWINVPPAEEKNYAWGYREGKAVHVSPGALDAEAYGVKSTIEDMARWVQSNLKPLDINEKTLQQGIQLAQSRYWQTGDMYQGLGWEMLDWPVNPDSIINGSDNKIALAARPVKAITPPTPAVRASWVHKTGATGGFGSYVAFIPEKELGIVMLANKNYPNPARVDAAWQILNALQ
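AmpC (5.3 nM in the dispensed reagent) in 20 mM phosphate pH 7.0 with 0.01% (detergent screen) or 0.0001% Triton X-100 was preincubated with compounds for 15 min at room temperature. Nitrocefin was then added from an 800 uM solution, and hydrolysis was followed at 480 nm.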
Giardia FBPA inh = qHTS Assay for Inhibitors of Fructose-1,6-bisphosphate Aldolase from Giardia Lamblia; A8B2U2; AID 2451, 2010; purified Giardia FBPA; Potency, µM (doses to about 59.6 µM), without a hit: at the top dose activity, negative = inhibition, hits mostly inhibitors; actives 0.71% (n = 290,000); also: potency is read from the fitted curve at half-maximal effect; nearly all actives have a fitted effect of over 55% in size
Target sequence (A8B2U2 whole entry, looked up): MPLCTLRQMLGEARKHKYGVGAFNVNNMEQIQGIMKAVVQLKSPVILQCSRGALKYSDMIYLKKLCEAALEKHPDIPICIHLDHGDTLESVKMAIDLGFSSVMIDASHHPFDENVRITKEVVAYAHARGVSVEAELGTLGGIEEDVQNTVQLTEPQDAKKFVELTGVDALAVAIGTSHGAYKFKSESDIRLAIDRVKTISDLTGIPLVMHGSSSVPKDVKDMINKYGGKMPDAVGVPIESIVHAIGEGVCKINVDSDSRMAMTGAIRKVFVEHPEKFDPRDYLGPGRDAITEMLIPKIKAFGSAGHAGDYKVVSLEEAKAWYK
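40 nM FBPA preincubated 10 min at RT with compound (up to 57.5 uM final), then substrate plus GAPDH/TPI/NAD/arsenate coupling and diaphorase/resazurin added. Fluorescence read after 20 min at RT, 525/598 nm.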
Sm TGR inh = qHTS Assay for the Inhibitors of Schistosoma Mansoni Peroxiredoxins. purified TGR, DTNB reduction, TNB absorbance 405 nm. Schistosoma mansoni thioredoxin glutathione reductase (TGR), Q962Y6. actives 3% (n = 360,000). Potency, µM (titrated, usually from 114 µM), without a hit: top-dose activity change, negative = inhibition, hits mostly inhibitors; also: potency is read from the fitted curve at half-maximal effect; nearly all actives have a fitted effect of over 60% in size
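TGR 20 nM + NADPH 100 uM (dispensed conc.), cpd preinc 15 min RT; start with NADPH (500 uM addition) then DTNB (15 mM addition). Kinetic TNB absorbance, 405 nm filter. Four-parameter Hill fit across titration.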
HCMV antiviral = qHTS Assay for inhibitors of the human cytomegalovirus (HCMV) | HFF cells, HCMV-luciferase reporter, 72 h; hits give low values | activity change, negative = inhibition, % at 57.5 µM | actives 4.5% (n = 410,000) | AID 1259415, 2018; in the data active = activity change below about -60%; inconclusive = no clear call, values can overlap the other calls; inactive = above about -39%
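HFF cells seeded 16 h at 37C, treated with compounds, infected with luciferase-reporter HCMV at MOI 1 PFU/cell; luciferase read at 72 h post infection, normalized to buffer-only and Salinomycin controls.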
AMA1 RON2 block = qHTS for Inhibitors of AMA1-RON; Towards Development of Antimalarial Drug Lead: Primary Screen | Plasmodium falciparum AMA1 (3D7) - RON2 peptide interaction | AlphaScreen AMA1-biotinylated RON2 peptide binding | Potency, µM (titrated, usually from 58.2 µM), without a hit: at the top dose activity change, negative = inhibition, most hits filed as inhibitors | actives 0.2% (n = 360,000) | AID 720542, 2013;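 also: potency is read from the fitted curve at half-maximal effect; 0% = vehicle wells and -100% = peptide control; nearly all actives have a fitted effect of over 45% in size; some results filed as inactive show a strong effect at the top dose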
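AMA1 (3D7) with his tag at 25 nM final met compounds first, then biotinylated RON2 peptide at 25 nM; detection used donor plus acceptor beads, 10 µg/mL apiece, read by AlphaScreen after 30 min at room temperature.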
HCV inh = qHTS Assay for Inhibitors of Hepatitis C Virus (HCV). actives 3.4% (n = 340,000). Huh7.5.1 HCVcc-Cre infection, luciferase reporter, 44 h. Potency, µM (doses to about 41.8 µM), without a hit: top-dose activity change, negative = inhibition, hits mostly inhibitors; also: potency is read from the fitted curve at half-maximal effect
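Cells seeded at 1,000/well and cultured 4 h, then compounds added followed by HCVcc-Cre virus (~0.5 moi). After 44 h further culture, luciferase substrate was added, plates held 15 min at room temperature, and luminescence read for 15 sec.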
Numbers without * were called inactive; ? = inconclusive; . = no result given; & = joins results of further samples; [ ] = another dose, or the depositor's remark. Unless noted, calls follow the shape of the dose curve; as a rule, active = well fitted curve in the direction sought with a large enough effect; inconclusive = small, poorly fitted or top-dose-only effect, or another doubt; inactive = no such curve, though single readings can be large; an effect the other way counts as inactive or inconclusive. Unless noted, % is scaled to controls: 0 for no effect and ±100 for the full control effect.

SMILES | AmpC detergent | Giardia FBPA inh | Sm TGR inh | HCMV antiviral | AMA1 RON2 block | HCV inh
COc1ccc(CCNCC(O)COc2cccc(Br)c2)cc1OC (stereo not given) | -9% | -28% | -27% | -33 | -24% | 10%
NC(=O)c1cn(-c2ccccc2)nc1-c1cccnc1 | 3% | -2% | -14% | -22 | 3% | 8%
COc1ccc(NC(=O)CSCC(=O)Nc2ccccc2N2CCCC2)cc1 | ? | . | -15% | -8 | -12% | -26%
Cc1ccc(NC(=O)/C(=C/c2cccc([N+](=O)[O-])c2)NC(=O)C2CCCCC2)cc1 | 2% | 0% | -2% | 29 | 0% | -5%
N#Cc1ccc(C(c2nnnn2C2CCCC2)N2CCC(Cc3ccccc3)CC2)cc1 (stereo not given) | -14% | . | 14% | -91* | -8% | -2%
COc1ccccc1-[n+]1c(C)cc(/C=C2\Sc3ccccc3N2C)cc1C | 11% | -13% | 12% | -80* | -1% | ?
CSc1ccc(/C=C(\C#N)C(=O)Nc2cccc(C)c2)cc1 | -7% | 1% | -6% | 2 | 1% | -7%
Cc1[nH]c(=S)c(C#N)c2c1CCCC2 | ? | 11% | -17% | -4 | 122%[activator] | 0%
CC(C)c1ccccc1Oc1c(C(F)(F)F)oc2c(CN3CCN(C)CC3)c(O)ccc2c1=O | 2% | . | -8% | -12 | . | .
O=S(=O)(c1ccccc1)c1cnc(-c2ccccc2)nc1N1CCCCC1 | -4% | 0% | 2% | -12 | 7% | ?
Cc1nn(C)c(Sc2ccccc2N)c1[N+](=O)[O-] | 3% | -21% | . | ? | -11% | 1%
Cc1cccc(NC(=O)Cc2cccs2)n1 | -5% | -19% | -8% | 38 | -7% | 8%
CCC(=O)N/N=C(\C)CC(=O)Nc1ccc(Cl)cc1 | ? | -3% | 0% | -7 | 43%[activator] | 18%
O=c1[nH]cc(-c2ccccc2)c(=O)[nH]1 | -2% | -3% | 0% | 8 | 5% | 1%
COc1ccc(OC)c(NC(=O)CCCN2C(=O)C3C4C=CC(C4)C3C2=O)c1 (stereo not given) | 3% | -1% | 0% | -21 | 10% | -7%
CCc1nnc(NS(=O)(=O)c2ccc(NC(=S)NC(=O)c3cccnc3)cc2)s1 | -3% | 11% | 18µM* | -28 | 29% | -9%
CCC1=NN(C(=O)CCc2ccccc2)C(O)(C(F)(F)F)C1 (stereo not given) | ? | 10% | 8% | 14 | 75%[activator] | -1%
O=C(c1ccccc1)N1CCC2(CC1)NCCc1[nH]cnc12 | 1% | ? | 2% | 34 | -7% | -15%
Cc1cc(C(=O)NNC(=O)Nc2cccc(C(F)(F)F)c2)no1 | -4% | 1% | 18% | -24 | 48%[activator] | 1%
CCOC(=O)c1c(/N=C/C2C(=O)CCCC2=O)sc2c1CCCC2 | -14% | -19% | -25% | -22 | 5% | ?
CCOC(=O)Cc1csc(SCC(=O)Nc2oc(C)c3c(C)n[nH]c(=O)c23)n1 | -6% | . | -31% | -22 | 25% | 12%
O=C(CN1C(=O)NC2(CCCC2)C1=O)NNC(=O)c1ccccc1F | 7% | . | 0% | -21 | -2% | 0%
COc1cccc(CN(C)C(=O)c2ccc(OCC(=O)N3CCOCC3)c(OC)c2)c1 | -6% | . | -9% | -34 | -4% | 9%
Clc1cccc(NCc2nnc(SCc3ccccc3)o2)c1 | -6% | -7% | 3% | 30 | 0% | -26%
COC(=O)c1c(N)sc(Cc2ccccc2)c1C | -6% | -1% | 40%[activator] | -26 | -13% | 0%
Cc1ccc(CNC(=O)C2CCN(S(=O)(=O)c3ccc4[nH]c(=O)ccc4c3)CC2)cc1 | -7% | . | 7% | 24 | . | .
COc1ccccc1CNC(=O)CN1C(=O)COc2ccc(S(=O)(=O)Nc3ccccc3)cc21 | 4% | . | -11% | -19 | . | .
CCOC(=O)Cn1c2ccc(F)cc2c2nc(C)sc21 | 5% | -24% | -1% | 2 | 2% | -17%
COC(=O)c1cc(=O)n(-c2ccc(F)cc2)c(=Nc2ccc(F)cc2)s1 | -8% | -4% | -22% | 64 | -21% | ?
CC(c1ccccc1)n1cc(C(=O)NCC2COc3ccccc3O2)nn1 (stereo not given) | ? | 15% | -1% | 22 | -17% | ?
COc1ccc(S(=O)(=O)Nc2ccc(Cc3ccncc3)cc2)cc1OC | -12% | -3% | -5% | -65* | -16% | ?
CCCSc1nc(C)cc(C)c1C(N)=O | -2% | 2% | -1% | 3 | -12% | 2%
O=Cc1cn(-c2ccccc2)nc1-c1cccnc1 | -9% | 0% | 14% | -12 | -12% | 10%
CC(=O)c1ccc(NC(=O)c2ccc3c(c2)N(Cc2cccc(Cl)c2)C(=O)c2ccccc2S3(=O)=O)cc1 | 2% | . | 3% | 24 | . | .
Cc1c(Cc2ccccc2)sc(/N=C/c2c(O)ccc3ccccc23)c1C(N)=O | -1% | ? | -31% | . | 27% | ?
COc1ccc(Cn2c(=O)sc3ccccc32)cc1 | 3% | 24% | -4% | -21 | 1% | 2%
CC(=O)Nc1ccc(NC(=O)CSc2nc3ccccc3c(=O)n2CCCN2CCOCC2)cc1 | . | . | . | -8 | -11% | 26%
CC1(C)Cc2c(cnn2-c2ccc(F)cc2)C(NC(=O)CCn2cncn2)C1 (stereo not given) | 2% | . | -19% | 50 | 17% | .
COCCN1Cc2cccc(C(=O)N3CCN(c4ccccc4)CC3)c2C1=O | -8% | 1% | 0% | 36 | 16% | 15%
CC(=O)c1cccc(NC(=O)COC(=O)COc2ccccc2C)c1 | -3% | 1% | -4% | -16 | -3% | 10%
Cc1ccc(OCCNC(=O)Cc2ccc(S(=O)(=O)N3CCOCC3)s2)cc1 | 0% | . | -27% | ? | 3% | -23%
N/C(=N\[N+](=O)[O-])N1CCN(C(=O)Oc2ccccc2)CC1 | -12% | 3% | 30% | -13 | 0% | -3%
Cc1ccc(C(=O)OCC(=O)Nc2ccc3[nH]c(=O)[nH]c3c2)o1 | 5% | . | 9% | ? | -14% | ?
O=C(c1ccc(C(F)(F)F)cc1)C1CCCN(C(=O)CCc2ccncc2)C1 (stereo not given) | 2% | . | 3% | -21 | 0% | 11µM*
Nc1cc(=O)nc(SCC(=O)Nc2ccc(F)cc2)n1-c1ccccc1Cl | 1% | . | 14% | 24 | . | .

Quoted at random: 2 compounds from above, in no set order.
SMILES | AmpC detergent | Giardia FBPA inh | Sm TGR inh | HCMV antiviral | AMA1 RON2 block | HCV inh
CC(=O)c1cccc(NC(=O)COC(=O)COc2ccccc2C)c1 | -3% | 1% | -4% | -16 | -3% | 10%
N/C(=N\[N+](=O)[O-])N1CCN(C(=O)Oc2ccccc2)CC1 | -12% | 3% | 30% | -13 | 0% | -3%

The listing picks up, starting four compounds before the break.
SMILES | AmpC detergent | Giardia FBPA inh | Sm TGR inh | HCMV antiviral | AMA1 RON2 block | HCV inh
N/C(=N\[N+](=O)[O-])N1CCN(C(=O)Oc2ccccc2)CC1 | -12% | 3% | 30% | -13 | 0% | -3%
Cc1ccc(C(=O)OCC(=O)Nc2ccc3[nH]c(=O)[nH]c3c2)o1 | 5% | . | 9% | ? | -14% | ?
O=C(c1ccc(C(F)(F)F)cc1)C1CCCN(C(=O)CCc2ccncc2)C1 (stereo not given) | 2% | . | 3% | -21 | 0% | 11µM*
Nc1cc(=O)nc(SCC(=O)Nc2ccc(F)cc2)n1-c1ccccc1Cl | 1% | . | 14% | 24 | . | .
CC(=O)Nc1ccc(N2C(=O)c3cccc4c(O)ccc(c34)C2=O)cc1 | 0% | ? | ? | ? | -8% | 3%
O=C(NC(=S)NCC1CCCO1)c1ccccc1[N+](=O)[O-] (stereo not given) | -6% | -10% | 2% | -36 | -3% | 9%
COc1ccc(NS(=O)(=O)c2ccc(Cl)s2)cn1 | ? | 0% | -4% | 28 | 9% | 9%
CN(C)Cc1c(O)ccc2c(-c3ccccc3)cc(=O)oc12 | 4% | 0% | 20% | -35 | -9% | 0%
COc1ccc(CN2CCN(CC(O)Cn3c4ccccc4c4ccccc43)CC2)cc1 (stereo not given) | ? | 6% | 9% | -11 | -23% | 11µM*
C/C(=N\NC(=O)C1(C)CC1(Br)Br)c1ccc(C)cc1C (stereo not given) | ? | -8% | -1% | 3 | 9% | -23%
O=Cc1ccc(OCc2nnsc2Cl)cc1 | ? | -7% | -5% | ? | -8% | -1%
Cc1cc(Br)ccc1NC(=O)CN1C(=O)c2cccnc2Sc2ccccc21 | 10% | . | 3% | 4 | . | .
COc1ccc(N2CCN(CCCNC(=O)C(=O)c3c(C)n(C)c4ccccc34)CC2)cc1 | 1% | . | ? | ? | -2% | ?
CCCCOc1ccccc1NC(=O)c1ccco1 | -8% | -1% | 4% | -4 | 54%[activator] | ?
N#CC1(Cc2ccc(Cl)cc2)c2ccccc2C=CN1C(=O)c1ccccc1 (stereo not given) | 2% | -2% | -3% | -25 | -13% | -18%
Cc1ccccc1-n1nc2c(c1NC(=O)C(C)(C)C)CS(=O)(=O)C2 | ? | 7% | -1% | 24 | -1% | 19%
N=C1CCCN1CC(=O)c1ccc(Cl)cc1 | 6% | -6% | -1% | 16 | 8% | -5%
CC(C)(C)c1ccc(OCC(=O)NCc2ccco2)cc1 | ? | -7% | 8% | 1 | -23% | 15%
COC(=O)CC1SC(=O)NC1=Nc1ccccc1 (stereo not given) | 0% | 0% | -3% | 13 | -3% | 14%
O=C(COc1ccccc1)N=C1SC2CS(=O)(=O)CC2N1c1cccc(F)c1 (stereo not given) | ? | . | -1% | -3 | 7% | -3%
COC(=O)CCC1(C(N)=O)CCC(=O)c2ccccc21 (stereo not given) | . | . | . | -24 | -13% | 18%
CCc1ccc(-c2[nH]c3c(c2-c2sc(C)c(C(=O)OC)c2O)c(=O)[nH]c(=O)n3C)cc1 | 20% | . | ? | -10 | . | .
CCOc1ccc(C(C)NC(=O)c2cccnc2OCC)cc1OCC (stereo not given) | 2% | 8% | 2% | ? | -4% | 4%
COc1cc(/C=C/c2ccc3cccc(O)c3n2)cc(Br)c1OC | -2% | 14% | -9% | ? | 2% | 11µM*
COC(=O)c1cc(C)sc1NC(=O)C1C2C=CC(CC2)C1C(=O)O (stereo not given) | -11% | 11% | -3% | ? | -7%[2.32 µM] | 1%
CC(C)c1ccccc1NC(=O)CNC(C)c1ccc(F)cc1 (stereo not given) | -2% | 3% | 13% | 30 | -5% | -3%
CN(C)S(=O)(=O)n1cc(/C=C(\NC(=O)c2ccccc2Cl)C(=O)N2CCOCC2)c2ccccc21 | ? | -18% | -1% | -14 | 1% | -22%
COCCOC(=O)C1=C(N)OC2=C(C(=O)CC(C)(C)C2)C1c1cccnc1 (stereo not given) | 2% | 7% | -31% | 74 | 1% | 5%&18%
Nc1nc(SCc2ccc([N+](=O)[O-])cc2)nc2nc3c(cc12)CCCC3 | ? | 3% | 3% | 20 | 7% | ?

Assay outcomes: PubChem, National Center for Advancing Translational Sciences (NCATS)
